# TPT1 inh: Candida albicans TPT1 enzyme inhibitors, primary screen, biochemical, fluorescence polarization | recombinant caTPT1, FP RNA substrate dephosphorylation | actives 0.81% (n = 300,000) | inhibition, % at 5 µM | tRNA 2'-phosphotransferase TPT1 (Candida albicans SC5314);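 active = inhibition above the mean of all tested compounds plus 3 SD, set per screening campaign, cut at about 24% in these data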;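 note: plate controls were DMSO alone for no effect and ferristatin control at 100 nM for full effect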
# Fh CTSL1 inh: Fasciola hepatica cathepsin L1 inhibitors, primary screen, counter-screen for PFM18AAP inhibitor project, biochemical, QFRET, fluorogenic peptide substrate; AID 1906, 2009; recombinant F. hepatica cathepsin L1, Z-Leu-Arg-MCA fluorescence; actives 0.49% (n = 300,000); inhibition, % at 5.96 µM;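 active = inhibition above the mean of all tested compounds plus 3 SD, set per screening campaign, cut at about 17% in these data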;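 note: 0% = plate median of test compound wells and 100% = 1 µM Z-Phe-Ala-diazomethylketone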
# PP5 primary: PP5 phosphatase inhibitors, primary screen, biochemical, fluorescence. inhibition, % at 6.7 µM. Serine/threonine-protein phosphatase 5 (Homo sapiens), P53041. actives 0.18% (n = 320,000). AID 1987, 2009. purified PP5c, OMFP substrate fluorescence;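 active = inhibition above the campaign's mean inhibition across all tested compounds plus 3 SD, cut at about 9.5% in these data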;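 note: 0% = DMSO only and 100% = 100 µM cantharidin control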
# Target sequence (P53041 whole entry, looked up): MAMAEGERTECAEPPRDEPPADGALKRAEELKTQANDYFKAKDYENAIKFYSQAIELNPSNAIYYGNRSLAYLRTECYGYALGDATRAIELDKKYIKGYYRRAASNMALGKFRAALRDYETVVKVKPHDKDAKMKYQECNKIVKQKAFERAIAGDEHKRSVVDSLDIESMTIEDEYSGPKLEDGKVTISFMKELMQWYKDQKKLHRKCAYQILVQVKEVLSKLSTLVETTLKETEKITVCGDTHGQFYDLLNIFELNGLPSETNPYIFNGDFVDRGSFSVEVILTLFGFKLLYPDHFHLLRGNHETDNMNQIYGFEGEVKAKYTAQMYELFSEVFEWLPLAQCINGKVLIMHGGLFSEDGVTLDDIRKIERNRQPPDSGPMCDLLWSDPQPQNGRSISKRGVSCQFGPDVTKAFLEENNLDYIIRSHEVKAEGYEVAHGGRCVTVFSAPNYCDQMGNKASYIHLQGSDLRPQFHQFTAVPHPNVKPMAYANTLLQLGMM
# LYPLA2 counter: LYPLA2 inhibitors, primary screen, counter-screen for PME1 inhibitor project, biochemical, fluorescence polarization, FP-Rh probe ABPP. actives 0.38% (n = 320,000). recombinant LYPLA2. Acyl-protein thioesterase 2 (Homo sapiens), O95372. AID 2177, 2009. inhibition, % at 5.9 µM;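 active = inhibition above the screen-wide mean plus 3 SD, limit set per campaign, cut at about 26% in these data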;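 note: 0% = LYPLA2 with DMSO and 100% = wells lacking LYPLA2 enzyme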
# Target sequence (O95372 whole entry, looked up): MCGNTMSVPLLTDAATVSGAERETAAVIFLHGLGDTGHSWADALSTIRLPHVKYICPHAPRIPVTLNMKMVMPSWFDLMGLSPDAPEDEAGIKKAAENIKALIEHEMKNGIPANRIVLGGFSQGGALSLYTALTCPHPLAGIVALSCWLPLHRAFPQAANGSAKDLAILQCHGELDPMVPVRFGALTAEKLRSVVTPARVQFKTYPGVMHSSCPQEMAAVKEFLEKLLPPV
# JMJD2C inh: inhibitors of GASC-1 histone demethylase, primary screen, biochemical, fluorescence, DELFIA europium; AID 2099, 2009; inhibition, % at 2.35 µM; GST-JMJD2C(1-420) H3K9me3 demethylation; actives 0.069% (n = 330,000); Lysine-specific demethylase 4C (Homo sapiens), Q9H3R0;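 active = more than half of a compound's replicate wells show inhibition beyond 50%, single wells judged on their own value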;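 note: signal counts dimethyl H3K9 product captured on neutravidin plate; 0% = median of DMSO wells and 100% = 0.3 times that DMSO median; strong numbers were not always called active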
# core dimer inh: inhibitors of HCV core protein dimerization, primary screen, biochemical, TR-FRET, high-throughput; AID 1899, 2009; inhibition, % at 5 µM; actives 0.33% (n = 300,000); TR-FRET GST/Flag-core106 dimerization, 1536-well;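 active = inhibition above the mean of all tested compounds plus 3 SD, set per screening campaign, cut at about 45% in these data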
#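 assay system = GST-tagged and Flag-tagged HCV core protein residues 1-106 | controls = unlabelled core106 and no-GST-core106 wells | incubation = compound-protein-antibody incubation 4 h at 22.5 °C | probe or stimulus = Eu donor and XL665 acceptor anti-tag antibodies | read-out = % inhibition based on acceptor/donor emission ratio | signal = TR-FRET 671 and 617 nm emission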
# Efflux pump inh: inhibitors of Candida efflux pumps in yeast, primary screen, S. cerevisiae, Nile Red, multiplex; inhibition, % at 10 µM; S. cerevisiae Candida pump triplex; actives 0.44% (n = 330,000); AID 485275, 2010;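 active = plate passing quality check with inhibition over a set limit, or well fluorescence over plate mean plus 4 SD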;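 note: Nile Red retained in pooled yeast measured as flow cytometry median fluorescence; 0% = buffer negative control and 100% = Enniatin B positive control; higher means more Nile Red kept so more efflux inhibition; some compounds called inactive have numbers as strong as hits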
# PP1 inh: PP1-alpha phosphatase inhibitors, primary screen, counter-screen for PP5 inhibitor project, biochemical, fluorescence, OMFP substrate, single point; purified PP1alpha; inhibition, % at 6.7 µM; AID 2235, 2010; actives 0.9% (n = 320,000); Serine/threonine-protein phosphatase PP1-alpha catalytic subunit (Homo sapiens), P62136;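 active = inhibition above the mean inhibition of all tested compounds plus 3 SD, computed separately for each screening campaign, cut at about 15% in these data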
# Target sequence (P62136 whole entry, looked up): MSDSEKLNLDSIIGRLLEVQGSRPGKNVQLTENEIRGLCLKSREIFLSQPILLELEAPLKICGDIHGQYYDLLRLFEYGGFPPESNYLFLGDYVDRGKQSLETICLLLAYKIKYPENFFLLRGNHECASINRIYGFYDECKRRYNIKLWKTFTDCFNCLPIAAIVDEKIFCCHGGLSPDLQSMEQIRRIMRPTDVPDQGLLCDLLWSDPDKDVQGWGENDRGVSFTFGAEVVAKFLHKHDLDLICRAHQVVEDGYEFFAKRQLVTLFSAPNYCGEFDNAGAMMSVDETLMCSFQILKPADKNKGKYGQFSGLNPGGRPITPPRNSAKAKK
# PREPL inh: PREPL enzyme inhibitors, primary screen, biochemical, fluorescence polarization; Prolyl endopeptidase-like (Homo sapiens), Q4J6C6; recombinant PREPL, fluorescence polarization activity-based probe; actives 0.68% (n = 320,000); inhibition, % at 5.96 µM; AID 2751, 2010; in the data active = inhibition above about 43%;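 note: 0% = enzyme with DMSO and 100% = wells lacking enzyme; many of its hits are not listed in these tables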
# * = called active by the depositor; i = inactive; nt = no result given; & = joins results of further samples. This is a subset; rates above refer to the full screens.
SMILES,TPT1 inh,Fh CTSL1 inh,PP5 primary,LYPLA2 counter,JMJD2C inh,core dimer inh,Efflux pump inh,PP1 inh,PREPL inh
CCOC(=O)c1ccc(NC(=S)N(CCCN2CCCCCC2)Cc2ccco2)cc1,-5,-5,1.2,-5,14,-3,-0.1,-7,8
CCc1ccc(C(=O)OCC(=O)NCCNC(=O)COC(=O)c2ccc(CC)cc2)cc1,0,3,0.7,1,4,8,1.3,-1,10
O=C(C1CCCN(S(=O)(=O)c2cnc[nH]2)C1)N1CCN(Cc2ccccc2)CC1 (stereo not given),3,1,1.8,0,20,2,0.3,-5,-9
Cc1nn(-c2ccccc2)c(C)c1/C=C1\C(=O)N(C)C(=S)N1C,-2,0,0.3,-2,14,-2,0.0,-2,-2
CCOC(=O)C1=C(COC(=O)COc2ccc(C(=O)CC)cc2)NC(=O)NC1C (stereo not given),1,-10,0.6,5,0,1,0.2,-5,4
O=C(O)c1cccc(Nc2ccc([N+](=O)[O-])cn2)c1,-2,2,-0.1,1,6,0,0.0,0,-4
COc1ccc(/C=N/n2c(=O)[nH]c3c([nH]c4ccc(F)cc43)c2=O)cc1CN1CCCCC1,0,3,0.5,0,6,2,-0.2,-2,1
O=C(NNc1ccccc1)C(=O)NNS(=O)(=O)c1ccc(CCCl)cc1,-6,0,-1.4,1,-1,-2,-0.3,-2,0
Cc1cc2ncn(C(=O)c3cc(-c4ccccc4)nc4ccccc34)c2cc1C,-2,0,2.4,4,12,-9,-0.2,-1,-5
O=S1(=O)c2ccccc2N=NN1Cc1ccc(Cl)cc1,5,-1,5.9,8,3,47*,0.1,1,2
COc1ccc(NC(=O)c2nnn(CC(=O)Nc3ccc4c(c3)OCO4)c2N)cc1OC,-1,-3,2.7,-1,-1,15,0.0,-1,12
Cc1ccc(Sc2c(CO)c(-c3ccccc3)nn2C)cc1,-3,4,1.1,17,-9,5,0.1,1,-1
O=C(O)CC12CC3CC(C1)CC(n1ncc(NCc4ccccc4Cl)c(Cl)c1=O)(C3)C2,2,2,-1.4,4,-2,3,0.1,1,5
CC(C)(C)NC(=O)C1N(c2cccnc2)C(=O)C2C(C(=O)Nc3ccccc3F)C3(C)C=CC21O3 (stereo not given),73*,-2,3.8,7,26&1,-6,0.1,1,-8
COc1cc(C2Nc3ccccc3NC3=C2C(=O)CC(C)(C)C3)cc(OC)c1OC(C)=O (stereo not given),0,-1,0.5,4,0,8,-0.1,-4,-5
Cc1ccc(N(NC(=O)C(O)(c2ccccc2)c2ccccc2)C(=O)CCl)cc1,-4,81*,1.7,-1,-2,11,-0.1,1,-5
Oc1ccc(CN2CCCc3ccccc32)c2cccnc12,-4,-4,2.1,7,0,-5,-0.1,6,6
O=[N+]([O-])c1cccc(NC(=S)N2CCOCC2)c1,-1,0,1.1,0,4,-7,-0.1,0,4
C[C@@H]1CCC[C@@]2(O[C@@H](CCO)C[C@H](O)[C@H]2O)O1,-3,0,1.1,-6,3,-4,-0.1,-2,-1
CCOC(=O)C1(Cc2cccc(OC)c2)CCN(Cc2cccc3cnccc23)CC1,1,2,2.5,1,9,-3,0.1,1,-37
O=C(NCCc1ccc(OC(F)F)cc1)C1CC(=O)N(c2ccc3c(c2)OCCO3)C1 (stereo not given),nt,nt,2.8,-1,3,nt,-0.1,-1,9
CCOc1ccc(CNC(=O)c2ccc3c(c2)N(CC)CCS3)cc1,0,4,3.1,-3,8,0,0.2,-1,31
CC(C)CC1(C(=O)NCCc2c[nH]c3ccccc23)C=CCN1C(=O)c1ccccc1 (stereo not given),4,0,3.9,-2,2,-2,nt,9,12
Cc1onc(-c2ccccc2Cl)c1C(=O)Nc1nc2ccc(S(C)(=O)=O)cc2s1,1,3,0.1,3,-9,-4,0.1,-3,6
C=CCNC(=O)Nc1ccc(OCC)cc1,0,-4,0.5,-1,i,-2,-0.1,-2,10
Cc1ccc(C(C(=O)NC2CCCC2)N(Cc2cccs2)C(=O)c2csnn2)o1 (stereo not given),1,-1,1.9,0,-9,5,0.1,-1,0
O=C(NCc1ccc2c(c1)OCO2)C(=O)NCC1OCCN1S(=O)(=O)c1ccccc1 (stereo not given),1,0,-1.1,1,-3,20,2.6,3,-1
O=C(NC1CCCc2ccccc21)c1ccc(=O)[nH]c1 (stereo not given),2,-1,0.0,0,24,0,0.0,-2,-2
CCCOC(=O)CC1C(=O)NCCN1Cc1ccccc1C (stereo not given),1,-1,0.7,-3,-5,2,0.4,-5,4
COc1cc(C2NC(=O)NC(C)=C2C(=O)OC2CCCC(C)C2)cc(Br)c1O (stereo not given),-4,2,1.5,-4,-8,14,-0.1,2,13
COC(=O)N/N=C/c1cc(Cl)cc(Cl)c1OCc1ccccc1F,0,-1,2.9,-2,2,5,-0.4,-3,-7
O=C(CN1CCN(c2ccccn2)CC1)N1c2ccccc2CCc2ccccc21,-2,-2,0.1,3,-29,2,0.2,-2,-3
Cc1c(S(=O)(=O)N2CCCC(C)C2)c(=O)n(C)c(=O)n1C (stereo not given),0,-4,1.3,1,-3,0,-0.2,-4,0
C=C(C)C1CC=C(C)/C(=N\NC(=O)CCc2ccccc2)C1 (stereo not given),-2,-2,-0.2,-1,9,9,0.0,-2,1
O=C(NNC(=O)C1CC=CCC1C(=O)O)c1ccc(Cl)cc1 (stereo not given),3,-1,-0.8,1,-3,-6,-0.1,-1,-7
COCCn1c(N2CCN(c3ccc(OC)cc3)CC2)nc2c1c(=O)n(C)c(=O)n2C,4,1,-2.2,6,3,-1,-0.1,-1,25
COc1cccc(NC(=S)NC(=O)c2c(Cl)c(C)nn2C)c1,-3,-1,3.1,7,-1,-3,0.1,3,-6
O=S(=O)(NCc1cccs1)c1ccc(Br)s1,1,1,-2.3,-1,2,-6,0.1,-2,-7
CC(=O)NCCOC(=O)Nc1ccncc1,0,0,3.7,-4,-4,-1,0.4,2,-6
O=C(O)CC(NC(=O)C12CC3CC(CC(C3)C1)C2)c1cc([N+](=O)[O-])ccc1Cl (stereo not given),0,-5,0.0,11,42,4,0.2,-6,0
Cc1sc2ncnc(SCC(=O)N3CCCC3)c2c1C,6,-1,0.9,-8,15,4,0.1,0,13
CCOC(=O)C1(Cc2ccc(Cl)cc2)CCN(C(=O)c2ccoc2)CC1,0,4,-4.5,1,0,3,-0.1,-1,7
CC(=O)c1c(C)oc2ccc(N(C(C)=O)S(=O)(=O)c3cccc([N+](=O)[O-])c3)cc12,-2,-2,0.4,-7,0,10,-0.5,1,2
COc1ccccc1NC(=O)CSc1nnc(-c2ccco2)n1N,2,0,-2.0,-2,-8,2,-0.2,-2,2
Cc1csc(=O)n1CC(=O)OC(C)C(=O)Nc1cccc(Cl)c1 (stereo not given),-1,-1,0.9,-1,0,-3,-0.1,-5,-3

# Reformatted: 3 of the compounds above.
SMILES	TPT1 inh	Fh CTSL1 inh	PP5 primary	LYPLA2 counter	JMJD2C inh	core dimer inh	Efflux pump inh	PP1 inh	PREPL inh
C=C(C)C1CC=C(C)/C(=N\NC(=O)CCc2ccccc2)C1 (stereo not given)	-2	-2	-0.2	-1	9	9	0.0	-2	1
O=C(O)CC(NC(=O)C12CC3CC(CC(C3)C1)C2)c1cc([N+](=O)[O-])ccc1Cl (stereo not given)	0	-5	0.0	11	42	4	0.2	-6	0
COCCn1c(N2CCN(c3ccc(OC)cc3)CC2)nc2c1c(=O)n(C)c(=O)n2C	4	1	-2.2	6	3	-1	-0.1	-1	25

# New compounds follow
SMILES,TPT1 inh,Fh CTSL1 inh,PP5 primary,LYPLA2 counter,JMJD2C inh,core dimer inh,Efflux pump inh,PP1 inh,PREPL inh
CC(C)CN(C(=O)COC(=O)c1ccc(Cl)c(N)c1)c1c(N)n(Cc2ccccc2)c(=O)[nH]c1=O,1,1,-1.9,0,-4,-4,-0.1,-2,-7
CCN(CC)S(=O)(=O)c1cc(NC(=O)COC(=O)Cn2cnc3ccccc32)ccc1C,-2,-11,-2.4,16,-13,-6,-5.8,0,1
Cc1cc(C)nc(SCCn2c(N3CC(C)OC(C)C3)nc3c2c(=O)n(C)c(=O)n3C)n1 (stereo not given),1,4,-2.6,-8,25,-1,0.0,1,-10
CCC(CO)NS(=O)(=O)c1cc(-c2nn(C)c(=O)c3ccccc23)ccc1C (stereo not given),1,3,0.7,5,1,0,0.0,-1,6
Cc1ccc(N2CN(Cc3cccnc3)CNC2=S)c(C)c1,0,2,-0.7,-6,20,1,0.1,-5,1
O=C(Cn1c(=O)oc2cc(S(=O)(=O)N3CCCC3)ccc21)NC1CCCCC1,-2,0,1.9,6,10,0,0.0,-1,13
C/C(=N/NC(=O)CN1CCN(Cc2ccccc2Cl)CC1)c1cccs1,-2,-4,2.0,-1,-7,5,0.2,-1,-8
O=C(C[n+]1ccccc1)N/N=C/c1ccc(Cl)c(Cl)c1,3,0,-1.4,4,0,5,-0.1,1,-15
COc1ccc(C(=O)C[n+]2ccc3c(c2)nnn3-c2ccccc2)cc1,16,0,0.5,1,6,14,-0.1,7,-18
O=C(Cc1ccccc1)Nc1cccc(-c2nnc(-c3ccco3)o2)c1,3,2,3.8,13,-11,10,0.1,-4,-36
O=C(NCCc1cnc[nH]1)c1ccc(-c2ccccc2)cc1,1,-3,1.2,9,-1,-6,-0.1,2,1
O=C(CN1CCCC(O)C1)N1c2ccccc2Sc2ccc(C(F)(F)F)cc21 (stereo not given),0,2,1.5,-5,1,-2,-0.1,0,-10
COc1ccc(OC(=O)c2cccc(S(=O)(=O)N3CCCC3)c2)cc1,-1,-6,3.1,-3,2,1,-0.1,0,30
COc1ccc(CCNC(=O)CSc2nnc(C(C)N(C)C)n2Cc2ccccc2)cc1OC (stereo not given),100*,2,-0.8,7,-5,-15,0.0,2,3
Cc1c(C(=O)Nc2ccc(S(=O)(=O)N(C)C3CCN(C)CC3)cc2)oc2ccccc12,nt,nt,1.8,-9,1,nt,0.1,3,26
C=CCNC(=O)c1cc(-c2ccc3c(c2)OCO3)on1,-2,0,-0.8,3,-12,-3,0.0,2,-5
COc1ncnc2c1N=C1CC(C)(C)CC(N)=C1S2,-62,4,1.1,8,-11,-21,0.4,-3,14
O=[N+]([O-])c1ccccc1/C=C/C=N/n1c(-c2ccccc2F)n[nH]c1=S,3,1,-0.3,2,-3,14,0.1,-2,-7
CC1CCN(C(=O)CCCN2C(=O)c3cccnc3Oc3ccc(Cl)cc32)CC1,-4,0,-0.6,0,15,11,-0.5,1,1
Cc1[nH]c2ccccc2c1CCNS(=O)(=O)c1ccc(S(N)(=O)=O)cc1,-1,4,1.2,6,1,3,0.1,-3,3

# From PubChem BioAssay
